High-throughput results as filed in PubChem BioAssay.
proCasp7 act = activates human procaspase-7, counter-screen for procaspase-3 activators; AID 463210; activation, % at 8.5 µM; actives 0.093% (n = 330,000); recombinant procaspase-7, Ac-DEVD-pNA absorbance 405 nm; D23A/D198A/D206A triple mutant, cannot self-cleave; scale: DMSO 0, 5 µM enzyme 100;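 active = percent activation above the screen-wide mean plus 3 SD, cut at about 25% in these data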
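System: Uncleavable procaspase-7 mutant enzyme; Amount: 2 µM procaspase-7 mutant as dispensed; Schedule: 1 h compound preincubation, 2 h substrate cleavage, 25 °C; Measured by: 405 nm absorbance of p-nitroaniline; Evaluation: percent activation from buffer-corrected 0–120 min absorbance change; Control set: low DMSO alone, high DMSO plus 5 µM PC-7.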
EBNA-1 inh = blocks EBNA-1 binding to DNA | EBNA-1 DNA binding, fluorescence polarization | inhibition, % at 14.8 µM | actives 0.34% (n = 300,000) | AID 1950; in the data active = inhibition above about 28%
RPL19A-GFP yeast = modulators of TOR pathway RPL19A-GFP in S. cerevisiae; S. cerevisiae RPL19A-GFP strain, flow cytometry, 3 h; active compounds read low; percent response vs DMSO, % at 10 µM; actives 0.3% (n = 330,000);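 active = percent response vs DMSO below 50%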;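 also: median channel GFP fluorescence of the barcoded RPL19A-GFP strain; ratio of sample median GFP to plate DMSO average so 100% = DMSO; lower means less RPL19A-GFP as with rapamycin TOR inhibition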
MEP2 TOR yeast = alters MEP2-GFP fluorescence in TOR pathway yeast screen. S. cerevisiae MEP2-GFP strain, flow cytometry GFP, 3 h; 100% = DMSO control level. GFP response vs DMSO, % at 10 µM. actives 0.51% (n = 330,000). AID 2016;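 active = GFP response versus DMSO above a set limit, roughly screen mean plus 3 SD, cut at about 180% in these data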;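 also: median GFP fluorescence of the barcode-gated MEP2-GFP cells per well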
AHR act = activates the human aryl hydrocarbon receptor; P35869; AHR-responsive luciferase reporter cells, luminescence; activation, % at 5 µM; actives 2.5% (n = 320,000); AID 2796; in the data active = activation above about 47%;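 also: 0% = vehicle wells and 100% = reference agonist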
procasp3 activ = procaspase-3 (human) activation; recombinant procaspase-3 D3A, Ac-DEVD-pNA absorbance 405 nm; actives 0.11% (n = 330,000); activation, % at 8.5 µM;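 active = activation above the mean of all tested compounds plus 3 SD, cut at about 21% in these data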;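 also: 0% = DMSO alone and 100% = DMSO wells spiked with extra 5 µM PC-3 D3A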
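System: Procaspase-3 D3A mutant. Medium: Zinc-free 300 mM NaCl, 50 mM HEPES, 0.01% Triton X-100. Schedule: 1 h preincubation plus 2 h reaction at 25 °C. Measured by: 405 nm absorbance of p-nitroaniline, reads at 0 and 120 min. Read-out: percent activation relative to control range.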
ZTA DNA inh = ZTA (EBV) inhibition in EBNA-1 counter-screen; inhibition, % at 11 µM; ZTA-DNA binding, fluorescence polarization; actives 0.15% (n = 320,000); P03206; in the data active = inhibition above about 33%
LAP4-GFP MLPCN = modulators of TOR pathway LAP4-GFP in S. cerevisiae; actives 0.34% (n = 320,000); AID 2023; GFP response vs DMSO, % at 10 µM; S. cerevisiae LAP4-GFP multiplex, flow cytometry GFP, 3 h; median GFP as percent of DMSO wells;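 active = GFP response vs DMSO above a set limit, about the screen mean plus 3 SD, cut at about 150% in these data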
An asterisk follows results filed as active; nt = no result given; [ ] = remark or other dose.

The opening ten compounds, ahead of the listing:
SMILES	proCasp7 act	EBNA-1 inh	RPL19A-GFP yeast	MEP2 TOR yeast	AHR act	procasp3 activ	ZTA DNA inh	LAP4-GFP MLPCN
CC(C)(C)Cc1nnc(NS(=O)(=O)c2ccc([N+](=O)[O-])cc2)s1	-7	-10	101	102	1	-6	-5	92
Cc1cccc(Cn2nc(C)c(NC(=O)c3ccc(F)cc3)c2C)c1	4	-6	112	111	-1	-3	7	106
CC1=C(C(=O)NC2CCCc3c2cnn3-c2ccc(F)cc2F)OCCO1 (stereo unspecified)	7	-7	106	108	3	1	-11	105
O=C(Nc1ccc(C(F)(F)F)cc1)c1cccnc1N1CCOCC1	3	-3	90	105	61*	-3	2	101
O=C(CN(Cc1ccccc1)C(=O)CCC(=O)Nc1nccs1)NCc1ccccc1	1	-2	99	102	2	0	11	90
COc1ccc(-c2nc3cccc(C)n3c2NCC2CCCO2)cc1O (stereo unspecified)	7	-14	99	106	2	3	-6	105
O=C(NCc1cccc(Cl)c1)c1ccc2nc(N3CCOCC3)sc2c1	11	5	99	95	-1	5	-15	102
CCc1noc(C)c1C(=O)NCCN1C(=O)S/C(=C\c2ccc(OC)cc2)C1=O	0	-5	100	100	3	4	-3	108
Cc1onc(-c2ccccc2)c1NC(=O)N(CCC#N)Cc1ccccc1	9	-13	98	105	-1	4	13	107
Cc1ccnc(NC(=O)c2cnc(Cl)c(Cl)c2)c1	-1	4	101	99	58*	-7	3	106

This part in full (from the top)
SMILES	proCasp7 act	EBNA-1 inh	RPL19A-GFP yeast	MEP2 TOR yeast	AHR act	procasp3 activ	ZTA DNA inh	LAP4-GFP MLPCN
CC(C)(C)Cc1nnc(NS(=O)(=O)c2ccc([N+](=O)[O-])cc2)s1	-7	-10	101	102	1	-6	-5	92
Cc1cccc(Cn2nc(C)c(NC(=O)c3ccc(F)cc3)c2C)c1	4	-6	112	111	-1	-3	7	106
CC1=C(C(=O)NC2CCCc3c2cnn3-c2ccc(F)cc2F)OCCO1 (stereo unspecified)	7	-7	106	108	3	1	-11	105
O=C(Nc1ccc(C(F)(F)F)cc1)c1cccnc1N1CCOCC1	3	-3	90	105	61*	-3	2	101
O=C(CN(Cc1ccccc1)C(=O)CCC(=O)Nc1nccs1)NCc1ccccc1	1	-2	99	102	2	0	11	90
COc1ccc(-c2nc3cccc(C)n3c2NCC2CCCO2)cc1O (stereo unspecified)	7	-14	99	106	2	3	-6	105
O=C(NCc1cccc(Cl)c1)c1ccc2nc(N3CCOCC3)sc2c1	11	5	99	95	-1	5	-15	102
CCc1noc(C)c1C(=O)NCCN1C(=O)S/C(=C\c2ccc(OC)cc2)C1=O	0	-5	100	100	3	4	-3	108
Cc1onc(-c2ccccc2)c1NC(=O)N(CCC#N)Cc1ccccc1	9	-13	98	105	-1	4	13	107
Cc1ccnc(NC(=O)c2cnc(Cl)c(Cl)c2)c1	-1	4	101	99	58*	-7	3	106
Cc1nn(C(=O)N2CCCCC2)c(C)c1CN1C(=O)c2ccccc2C1=O	6	3	96	101	2	-4	1	99
COCc1cc(C)nc(SCC(=O)Nc2cccc(C)c2C)c1C#N	8	-8	98	101	-1	7	-5	95
O=C(CSc1nnc(CN2CCOCC2)n1-c1ccc(Cl)cc1)Nc1ccc2c(c1)OCO2	5	-11	96	99	-2	4	-7	106
c1ccc(NC2=Nc3ccccc3CC2)cc1	2	-2	95	94	2	-1	-7	94
COC(=O)Cc1cnc(NC(=O)C2C3CCC(C3)C2C(=O)O)s1 (stereo unspecified)	-4	-4	97	98	3	-1	10	108
CC(Sc1nc(-c2ccccc2)cc(C(F)(F)F)n1)C(=O)NCc1ccco1 (stereo unspecified)	-9	4	99	103	4	-12	16	98
O=C(O)CCC(=O)Nc1ccccc1C(=O)NCc1ccccc1	5	-6	98	95	0	4	10	92
Cc1c2c(nc3nnnn13)CCCC2	7	1	90	123	0	1	-18	131
Cc1ccc(C(=O)n2nc(-c3cccnc3)nc2N)cc1	-5	15	99	105	0	0	12	115
COc1ccccc1N1C(=O)CC(Sc2n[nH]c(-c3cccc(C)c3)n2)C1=O (stereo unspecified)	-33	14	91	93	0	-26	12	124
O=C(N/N=C/c1cccc2nccnc12)c1ccccc1O	5	-10	94	90	23	8	9	103
N#CCC(=O)Nc1ccc(C(=O)NCC2(N3CCOCC3)CCCCC2)cc1	-6	nt	96	98	0	1	-13	95
Fc1cccc(CNCC2CCCO2)c1 (stereo unspecified)	1	10	104	103	0	-3	2	91
CC(=O)NCCc1ccc(S(=O)(=O)NCc2ccc3c(c2)OCO3)cc1	3	-5	96	95	13	5	-8	96
CCCCN(C)CCNC(=O)c1c[nH]c2ccc(S(=O)(=O)N(CC)CC)cc2c1=O	6	8	107	106	2	-3	-17	112
Additional structures follow.
SMILES	proCasp7 act	EBNA-1 inh	RPL19A-GFP yeast	MEP2 TOR yeast	AHR act	procasp3 activ	ZTA DNA inh	LAP4-GFP MLPCN
CON(C)c1nc(OCCNC(=O)OCc2ccc(Cl)cc2C)nc(N(C)C)n1	-3	-6	99	101	-1	4	-21	106
O=C(Nc1nc(-c2cc(F)ccc2F)cs1)c1cccc(N2C(=O)CCC2=O)c1	1	-8	102	100	2	-3	-1	101
O=C(Nc1nc(-c2ccccc2)cs1)c1ccccc1NS(=O)(=O)c1ccc(F)cc1	1	2	102	107	23	0	10	97
O=C(C[C@H]1C/C=C\CC[C@H](Cc2ccc(F)cc2)C(=O)OC[C@H]2CCCN2C1=O)N[C@@H](CO)Cc1ccccc1	9	nt	95	97	-1	-5	nt	104
O=C(CSc1ncn[nH]1)NC1CCCc2ccccc21 (stereo unspecified)	1	-9	97	100	1	0	-2	96
CCOc1cc(NC(=O)c2ccco2)c(OCC)cc1NC(=O)COc1ccccc1C	7	-13	94	102	5	0	11	92
Cc1cccc(CC2S/C(=N/c3ccccn3)NC2=O)c1 (stereo unspecified)	5	2	94	101	7	-4	0	101
CCOc1ccc(Nc2ccnc3cc(Cl)ccc23)cc1	5	-6	99	97	24	9	-9	97
Cc1ccc(NC2=C(N3CCCCC3)C(=O)c3ccccc3C2=O)cc1	-5	0	94	92	11	-5	3	92
CCn1c(SCC(=O)OC)nnc1-c1ccc(C)cc1	-2	-6	103	96	-1	4	-11	96
COc1ccc(-c2nnc(SCC(=O)Nc3cc(C)on3)n2N)cc1OC	-1	-22	101	104	2	0	2	108
Cc1nc2cc(NS(=O)(=O)c3ccc(Br)cc3)ccc2n1C	9	-1	99	95	5	1	5	97
CCc1ccc(NC(=O)C2CCC(CNC(=O)[C@@H]3Cc4ccccc4CN3)CC2)cc1 (stereo partly specified)	-2	-8	99	119	0	15	-8	100
Cc1ccc2nc(NC(=S)NC(=O)c3ccco3)sc2c1	4	-4	40*[may fluoresce violet]	125[may fluoresce violet]	9	-9	7	64[may fluoresce violet]
NC(=S)N/N=C\c1c(OCc2ccccc2Cl)ccc2ccccc12	-2	-19	90	90	70*	18	5	84
CCOC(=O)c1c(-c2ccc(C)o2)csc1NC(=O)CSc1nnc(C)s1	-7	-10	92	91	9	-1	-6	131
Cc1cccc(C)c1NC(=O)C1CC(=O)N(C(C)C)C1 (stereo unspecified)	8	10	95	97	-1	8	8	97
COc1ccc(CNC(=O)COC(=O)c2ccccc2OCC(=O)Nc2ccc(SC(F)F)cc2)cc1	2	-6	96	97	0	0	7	105
Cc1ccc(S(=O)(=O)CCSC(=N)N)cc1	-4	1	104	100	-1	0	-11	101
O=S(=O)(c1ccc2ccccc2c1)N1C=CC(C(F)(F)F)=NCC1	2	8	104	111	-2	2	5	103
CCOc1cc(-c2nc3n(c(=O)c2C#N)CCS3)ccc1O	5	10	101	98	2	5	12	105
CCOc1ccc(N(CC(=O)NCCCOC)S(C)(=O)=O)cc1	10	11	102	108	24	2	-11	103
CCCCC1CCC(C(=O)N(C)CC(=O)Nc2cccc(F)c2)CC1 (stereo unspecified)	5	-2	94	90	-3	-1	-3	102
Cc1ccccc1Cn1ccc(NC(=O)c2cc3ncc(Br)cn3n2)n1	2	-2	97	100	-2	5	-23	93
CCN1C(=O)c2n[nH]c(C(=O)OC)c2C1=O	7	-9	100	103	8	7	-9	96
(more compounds)
SMILES	proCasp7 act	EBNA-1 inh	RPL19A-GFP yeast	MEP2 TOR yeast	AHR act	procasp3 activ	ZTA DNA inh	LAP4-GFP MLPCN
CCN(CC(=O)N1CCN(Cc2ccccc2)CC1)S(=O)(=O)c1ccc(F)cc1	3	4	99	102	0	7	3	104
Cc1ccc(NC(=O)OCc2cccs2)cc1	16	11	115	108	4	1	-3	106
COc1ccc([C@H]2CC(=O)C=C(c3cc(Cl)cc(Cl)c3)C2)cc1	3	nt	101	88	2	2	1	103
S=C(NC1CCCCC1)N1CCc2ccccc2C1	3	-12	100	108	4	7	-10	107
CN(Cc1ccccc1)C(=O)C1CCN(S(=O)(=O)c2cccc3nonc23)CC1	-5	2	100	113	-1	-1	7	106
Cc1ccc(NC(=O)COC(=O)Cc2ccc(Br)cc2)cc1S(=O)(=O)N1CCOCC1	12	nt	100	98	-1	9	nt	91
CN(c1ccccc1)S(=O)(=O)c1cccc(Cl)c1Cl	-5	4	101	103	-7	5	-2	110
COC(=O)Cc1sc(-c2ccccn2)nc1-c1ccccc1	-20	4	102	98	1	-13	3	100
CC1CCN(c2ccc(C(=O)NCc3ccco3)cc2[N+](=O)[O-])CC1	0	-1	97	88	13	-6	0	97
O=C(Cc1cccc2ccccc12)NNC(=O)Nc1ccc(Cl)cc1	-2	-1	97	91	0	-2	0	106
Cc1ccc(CN(C)CC(=O)Nc2ccccc2C(=O)NC2CC2)o1	-25	nt	97	94	3	-4	5	93
O=C(NCc1cccs1)c1noc2c1CCCC2	9	8	97	99	-1	2	4	107
Cc1ccc(C)n1Cc1ccccc1Cl	5	-6	101	101	1	4	2	98
O=C(/C=C/c1ccccc1)NC(NC(=S)Nc1cc(Cl)ccc1Cl)C(Cl)(Cl)Cl (stereo unspecified)	2	2	98	98	5	5	-12	93
Cc1ccc(S(=O)(=O)Nc2nc3c(s2)C(=O)CC(C)(C)C3)cc1	2	11	94	102	2	0	1	109
O=C(CSCc1cc(=O)n2nc(C3CC3)sc2n1)Nc1ccc(F)cc1	10	1	105	103	0	6	-3	115
O=C(Nn1c(-c2ccccc2)nc2ccccc2c1=O)c1ccc([N+](=O)[O-])cc1	-3	3	100	107	34	-1	-6	101
Cc1cc(/C=N/NC(=O)c2ccc(O)cc2)c(C)n1C1CC1	-9	-7	104	105	2	-1	2	100
COC/C=C/C1=CC2=CC(=O)C(C)(OC(=O)c3cnc4ccccc4n3)C(=O)C2=CN1CC(C)C (stereo unspecified)	-13	0	95	89	5	-6	-14	123
Cc1cc(C(=O)CN2C(=O)c3ccccc3S2(=O)=O)c(C)n1C(C)C	11	nt	94	105	-5	7	4	93
CC(C1CC1)N(Cc1ccccc1)C(=O)NC(=O)c1cccc(F)c1 (stereo unspecified)	2	9	95	102	2	1	-2	107
CCOc1ccc(CCNC(=O)COC(=O)c2ccc3c(c2)OCCO3)cc1OCC	12	1	102	104	1	3	6	118
Cc1cc(C)cc(N(C(=O)c2sc(C)nc2C)C(C(=O)NCc2ccco2)c2ccccc2)c1 (stereo unspecified)	-16	-4	100	101	0	-4	0	93
Cc1ccc(O)c(N=Cc2sc3ccccc3c2Cl)c1	-8	3	91	89	30	2	20	87
CCCCCOC(=O)c1[nH]c2c(c1C)C(=O)CC(c1ccco1)C2 (stereo unspecified)	-12	-5	102	114	140*	-11	2	109
CC(C)CC(NC(=O)c1ccc(Cl)cc1Cl)C(=O)O (stereo unspecified)	-4	-4	102	106	-1	-7	2	104
CCSc1oc(-c2ccco2)nc1S(=O)(=O)c1ccc(C)cc1	-6	2	103	111	0	2	-7	138
